# Bcl-XL Bim block – inhibitors of Bim-Bcl-XL binding, primary screen, biochemical, multiplexed, bead flow cytometry, human Bcl-XL. AID 1007, 2008. Bcl-2-like protein 1 (Homo sapiens), Q07817. inhibition, % at 10 µM. hit rate 0.04% among 190,000. Bim peptide-Bcl-XL binding, fluorescence
# Target sequence (Q07817 whole entry, looked up): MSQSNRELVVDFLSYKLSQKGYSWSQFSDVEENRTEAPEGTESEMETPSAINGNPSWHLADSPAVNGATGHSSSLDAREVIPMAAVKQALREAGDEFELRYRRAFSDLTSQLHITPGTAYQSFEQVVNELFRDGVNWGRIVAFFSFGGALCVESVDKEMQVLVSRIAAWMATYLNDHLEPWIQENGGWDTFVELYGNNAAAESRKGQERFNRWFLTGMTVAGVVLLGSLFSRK
# Rac1 mut GTP – GTP binding modulators of activated mutant Rac1, primary screen, biochemical, bead-based flow cytometry, multiplex, fluorescent GTP | Ras-related C3 botulinum toxin substrate 1 (Homo sapiens), P63000 | GST-Rac1 activated beads; actives lie on both sides; 100% means binding = to untreated wells | percent activity (GTP binding), % at 10 µM | hit rate 0.11% among 190,000 | AID 764, 2007;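 active = GTP binding at least 20 percentage points away from the 100% baseline, in either direction, so actives lie on both sides; inconclusive = Compound likely fluorescent itself, or too few beads counted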
# Bfl-1 Bim block – inhibitors of Bim binding to Bfl-1, primary screen, biochemical, multiplexed, bead-based flow cytometry | Bcl-2-related protein A1 (Homo sapiens), Q16548 | Bim-Bfl-1 binding inhibition | inhibition, % at 10 µM | hit rate 0.12% among 190,000 | AID 1008, 2008;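 note: 0% = wells without compound plus tracer and 100% = blocker peptide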
# Bcl-2 Bim block – inhibitors of Bim-Bcl-2 binding, primary screen, biochemical, multiplexed, human Bcl-2 family. inhibition, % at 10 µM. Apoptosis regulator Bcl-2 (Homo sapiens), P10415. hit rate 0.06% among 190,000. AID 950, 2007. Bead-based flow cytometry, Bim peptide-Bcl-2 binding; in the data active = inhibition above about 40%; inconclusive = no clear call, values can overlap the other calls;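 note: 0% = no compound wells with probe peptide and 100% = reference peptide inhibitor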
# HRas wt GTP bind – modulators of GTP binding to HRas wildtype, primary screen, biochemical, bead-based flow cytometry, multiplex. GTPase HRas (Homo sapiens), P01112. GST-Ras wt beads, Bodipy-FL-GTP binding; actives lie on both sides. GTP binding activity, % at 10 µM. hit rate 0.14% among 190,000. AID 759, 2007;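 active = GTP binding activity at least 20% away from the 100% baseline, either lowered as inhibitor or raised as activator; inconclusive = flagged as likely green fluorescent, judged across all proteins in the well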;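 note: 0% = unlabeled GTP competition control and 100% = no-compound control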
# Target sequence (P01112 whole entry, looked up): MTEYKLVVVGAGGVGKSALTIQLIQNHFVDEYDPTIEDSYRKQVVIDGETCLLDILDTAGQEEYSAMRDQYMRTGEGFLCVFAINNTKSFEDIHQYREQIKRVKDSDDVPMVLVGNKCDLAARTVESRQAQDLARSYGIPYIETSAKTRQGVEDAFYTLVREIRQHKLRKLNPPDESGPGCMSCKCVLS
# Rab7 wt modul – modulators of GTP binding to Rab7, primary screen, biochemical, wildtype, multiplex bead flow cytometry; GST-Rab7 beads, fluorescent GTP binding; actives lie on both sides; untreated = 100%, excess cold GTP = 0%; AID 758, 2007; hit rate 0.055% among 190,000; Rab7 GTPase wild type (dog), Bodipy-FL-GTP binding; GTP binding activity (percent of control), % at 10 µM;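 active = fluorescent GTP binding to Rab7 beads changed by at least 20 points from the 100% baseline, either direction, mostly lower; inconclusive = compound itself probably fluorescent, or too few beads counted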;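 note: median green fluorescence of bound Bodipy-FL-GTP per Rab7 bead population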
# Rac1 wt GTP bind – wildtype Rac1 GTP binding modulators, primary screen, biochemical, GST-Rac1 beads, flow cytometry, multiplex. Ras-related C3 botulinum toxin substrate 1 (Homo sapiens), P63000. fluorescent GTP binding; actives lie on both sides; 0 = cold GTP competed, 100 = untreated. GTP binding activity (% of control), % at 10 µM. hit rate 0.27% among 190,000;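 active = GTP binding activity at least 20 points away from the 100% control level, either lower or higher; inconclusive = compound flagged as likely green fluorescent, judged across all proteins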
# Rab2 wt GTP – modulators of GTP binding to Rab2A wildtype, primary screen, biochemical, dog, bead-based flow cytometry, multiplex; Ras-related protein Rab-2A (Canis lupus familiaris), P61105; GST-Rab2 wt beads, Bodipy-GTP binding; GTP binding activity, % at 10 µM; hit rate 0.19% among 190,000; AID 760, 2007;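 active = GTP binding activity at least 20 points away from 100%, either lowered or raised; inconclusive = signal likely due to the compound's own green fluorescence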;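 note: 0% = beads with excess unlabeled GTP and 100% = no-compound control corrected for plate trend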
# Bcl-B Bim block – inhibitors of Bim-Bcl-B binding, primary screen, biochemical, multiplexed, human Bcl-2 family; Bcl-2-like protein 10 (Homo sapiens), Q9HD36; bead-based flow cytometry, Bim peptide-Bcl-B binding; inhibition, % at 10 µM; hit rate 0.073% among 190,000; AID 951, 2007;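 note: 0% = tracer peptide without compound and 100% = reference inhibitor peptide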
# Target sequence (Q9HD36 whole entry, looked up): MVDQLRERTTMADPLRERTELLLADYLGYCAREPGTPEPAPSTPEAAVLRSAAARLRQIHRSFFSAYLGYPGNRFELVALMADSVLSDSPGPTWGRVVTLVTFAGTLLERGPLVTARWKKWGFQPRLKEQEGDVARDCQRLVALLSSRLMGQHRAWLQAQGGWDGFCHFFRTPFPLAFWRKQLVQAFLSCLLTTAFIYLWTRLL
# Bcl-W Bim block – inhibitors of Bim binding to Bcl-W, primary screen, biochemical, multiplexed, bead-based flow cytometry; Bcl-2-like protein 2 (Homo sapiens), Q92843; Bim peptide-Bcl-W binding; inhibition, % at 10 µM; hit rate 0.02% among 190,000; AID 952, 2007;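 note: 0% = bound tracer without compound and 100% = peptide blocker; higher means less fluorescent Bim peptide bound to Bcl-W beads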
# Target sequence (Q92843 whole entry, looked up): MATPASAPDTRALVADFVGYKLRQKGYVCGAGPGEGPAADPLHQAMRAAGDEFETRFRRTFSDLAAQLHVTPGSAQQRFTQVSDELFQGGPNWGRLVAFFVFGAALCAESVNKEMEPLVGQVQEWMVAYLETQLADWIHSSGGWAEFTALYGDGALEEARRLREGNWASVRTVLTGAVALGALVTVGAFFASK
# Cdc42 wt – modulators of GTP binding to wildtype Cdc42, primary screen, biochemical, multiplex bead flow cytometry, Bodipy-GTP; AID 761, 2007; Cell division control protein 42 homolog (Homo sapiens), P60953; hit rate 0.2% among 190,000; GST-Cdc42 beads; actives lie on both sides; percent activity (GTP binding), % at 10 µM;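 active = percent activity GTP binding at least 20 points away from the 100% baseline, either down as inhibitor or up as activator; inconclusive = compound flagged as likely green fluorescent from well-wide comparison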;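 note: median bead fluorescence of bound Bodipy-FL-GTP at 100 nM; 0% = excess unlabeled GTP control and 100% = no compound control; below 100% means less GTP binding so inhibitor and above means activator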
# Target sequence (P60953 whole entry, looked up): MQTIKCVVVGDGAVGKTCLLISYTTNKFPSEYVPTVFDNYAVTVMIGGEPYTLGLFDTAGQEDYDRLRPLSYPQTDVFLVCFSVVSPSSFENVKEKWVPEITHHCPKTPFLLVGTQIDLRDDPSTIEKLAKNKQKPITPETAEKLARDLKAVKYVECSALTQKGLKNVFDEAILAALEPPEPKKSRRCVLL
# The depositor's hits bear a star; ? = inconclusive. Cut-off read from the data, not from the text of the source, unless noted: active = inhibition above about 40%.
SMILES,Bcl-XL Bim block,Rac1 mut GTP,Bfl-1 Bim block,Bcl-2 Bim block,HRas wt GTP bind,Rab7 wt modul,Rac1 wt GTP bind,Rab2 wt GTP,Bcl-B Bim block,Bcl-W Bim block,Cdc42 wt
Cn1c(=O)n(C)c2cc(/C=N/NC(=O)c3cccc(Br)c3)ccc21,-1,98,-3,-4,99,98,100,99,-3,-1,101
N#C/C(=C/c1ccccc1)C(=O)NCc1ccccc1,0,95,-4,2,95,96,99,99,-2,1,101
COC(=O)CC1C(=O)NCCN1C(=O)OC(C)(C)C (stereo not given),0,93,-5,0,94,92,94,95,0,-3,98
O=C(C1CC1)N1CCN=C1SCc1ccccc1,-6,97,-11,-8,101,103,104,102,-9,0,103
COc1cccc2c1OC1(C)CC2/C(=C(\C)O)C(=O)N1 (stereo not given),1,98,-3,-2,104,101,102,105,0,2,107
O=C1Nc2ccccc2OC1CC(=O)N1CCN(c2cccc(C(F)(F)F)c2)CC1 (stereo not given),-5,95,-4,-8,102,97,101,99,-14,4,100
O=C(OCn1nnc2ccccc2c1=O)c1ccc(O)cc1,-3,95,-7,1,99,103,98,97,-3,0,97
CC(C)(C)n1ncc2c(=O)n(CC(=O)c3ccccc3)cnc21,-4,101,-10,-8,102,102,106,98,-6,-6,103
O=C(/C=C/c1ccccc1[N+](=O)[O-])Nc1cccnc1,-8,100,-14,-8,99,98,103,100,-11,-6,102
Cc1cccc(C)c1NC(=S)NC(=O)CCc1ccccc1,-4,102,-3,-3,105,99,105,106,-3,-5,105
CCC(C(=O)O)N1C(=O)/C(=C/c2cccn2C)SC1=S (stereo not given),-4,92,0,0,95,91,98,90,-1,0,92
CCNC(=S)NS(=O)(=O)c1ccc(C)cc1,-4,99,2,1,97,96,104,96,-2,-3,101
CC1CCOC(c2coc3ccccc3c2=O)O1 (stereo not given),16,97,15,13,98,101,101,99,13,14,99
N#C/C(=C\c1ccc(C(=O)O)cc1)S(=O)(=O)c1cc(Br)ccc1Br,0,89,-3,-1,90,92,91,90,2,2,89
O=C(COC(=O)c1cc([N+](=O)[O-])ccc1NCc1ccccc1)NC1CCCCC1,13,103,27,21,103,105,107,103,9,16,103

# A different layout for part of the listing above.
SMILES	Bcl-XL Bim block	Rac1 mut GTP	Bfl-1 Bim block	Bcl-2 Bim block	HRas wt GTP bind	Rab7 wt modul	Rac1 wt GTP bind	Rab2 wt GTP	Bcl-B Bim block	Bcl-W Bim block	Cdc42 wt
CC(C)(C)n1ncc2c(=O)n(CC(=O)c3ccccc3)cnc21	-4	101	-10	-8	102	102	106	98	-6	-6	103
O=C(/C=C/c1ccccc1[N+](=O)[O-])Nc1cccnc1	-8	100	-14	-8	99	98	103	100	-11	-6	102
Cc1cccc(C)c1NC(=S)NC(=O)CCc1ccccc1	-4	102	-3	-3	105	99	105	106	-3	-5	105
CCC(C(=O)O)N1C(=O)/C(=C/c2cccn2C)SC1=S (stereo not given)	-4	92	0	0	95	91	98	90	-1	0	92
CCNC(=S)NS(=O)(=O)c1ccc(C)cc1	-4	99	2	1	97	96	104	96	-2	-3	101
CC1CCOC(c2coc3ccccc3c2=O)O1 (stereo not given)	16	97	15	13	98	101	101	99	13	14	99

# Later entries.
SMILES,Bcl-XL Bim block,Rac1 mut GTP,Bfl-1 Bim block,Bcl-2 Bim block,HRas wt GTP bind,Rab7 wt modul,Rac1 wt GTP bind,Rab2 wt GTP,Bcl-B Bim block,Bcl-W Bim block,Cdc42 wt
COc1ccc(C)cc1NC(=O)CSc1nnc(COc2ccc(C)cc2)n1Cc1ccco1,-6,98,-17,-10,101,100,106,101,-8,-1,104
O=C(c1ccc(CN2CCOCC2)cc1)N1CCN(c2cccc(Cl)c2)CC1,-4,100,-6,-3,99,94,102,96,0,-3,101
Cc1cccc2cc(CN(Cc3cccs3)C(=S)NCc3ccco3)c(=O)[nH]c12,-4,100,-10,-7,102,99,107,100,-7,-3,103
O=C(/C=C/c1ccc(Cl)cc1Cl)NCc1ccco1,3,98,-3,0,98,98,100,98,-1,-2,100
COCCCN(C(=O)Nc1cccc(Cl)c1)C(C)c1ccccn1 (stereo not given),-4,99,3,-4,103,100,105,102,-5,-4,101
CC(C)(C)c1nc2scc(-c3ccc(Br)cc3)c2c(=O)o1,-4,?,-7,-4,?,?,?,?,0,-4,?
CCOc1ccc(C2=C(C=C(C#N)C#N)C(c3ccccc3)c3ccccc3O2)cc1 (stereo not given),-4,101,-7,-5,100,98,101,100,-5,-5,101
CCOC(=O)C1(C(F)(F)F)N=C(c2cccnc2)OC(N2CCOCC2)=N1 (stereo not given),-9,98,-9,-7,99,99,101,100,-4,-1,99
CC(=O)N(CCC(Cc1ccccc1)c1ccc2c(c1)OCO2)Cc1ccccc1F (stereo not given),-9,98,-7,-4,97,95,101,100,-3,-4,96
Cc1noc(C)c1COc1ccc(C(=O)OCC(=O)NC23CC4CC(CC(C4)C2)C3)cc1,-1,99,-11,-6,105,104,108,102,-5,0,103
O=S(=O)(c1ccc(F)cc1)N1CCN(c2ncnc3c2cnn3-c2ccccc2)CC1,6,98,6,8,95,91,106,97,8,5,98
c1ccc(-c2cc(-c3nnco3)c3ccccc3n2)nc1,0,94,-4,-4,95,104,91,95,-2,1,94
CCC(CC)C(=O)N=C1SC2CS(=O)(=O)CC2N1CCc1ccc(OC)cc1 (stereo not given),-5,100,-15,-13,104,105,107,104,-8,-2,105
COc1ccc(CCN2C(=O)c3[nH]nc(-c4ccccc4O)c3C2c2cccc(Cl)c2)cc1 (stereo not given),0,97,-2,0,103,97,100,102,-2,2,101
Cc1ccc(NC(=O)NC2CCCN2S(=O)(=O)c2ccc(Cl)cc2)cc1 (stereo not given),-3,100,-10,-11,101,96,105,98,-5,1,101

# Taken from above, three compounds:
SMILES,Bcl-XL Bim block,Rac1 mut GTP,Bfl-1 Bim block,Bcl-2 Bim block,HRas wt GTP bind,Rab7 wt modul,Rac1 wt GTP bind,Rab2 wt GTP,Bcl-B Bim block,Bcl-W Bim block,Cdc42 wt
CCC(CC)C(=O)N=C1SC2CS(=O)(=O)CC2N1CCc1ccc(OC)cc1 (stereo not given),-5,100,-15,-13,104,105,107,104,-8,-2,105
COc1ccc(CCN2C(=O)c3[nH]nc(-c4ccccc4O)c3C2c2cccc(Cl)c2)cc1 (stereo not given),0,97,-2,0,103,97,100,102,-2,2,101
Cc1ccc(NC(=O)NC2CCCN2S(=O)(=O)c2ccc(Cl)cc2)cc1 (stereo not given),-3,100,-10,-11,101,96,105,98,-5,1,101

# The listing continues:
SMILES,Bcl-XL Bim block,Rac1 mut GTP,Bfl-1 Bim block,Bcl-2 Bim block,HRas wt GTP bind,Rab7 wt modul,Rac1 wt GTP bind,Rab2 wt GTP,Bcl-B Bim block,Bcl-W Bim block,Cdc42 wt
O=C(NCc1ccncc1)Nc1ccccc1,0,99,-12,-5,99,99,103,100,-4,3,99
O=C1/C(=C/c2ccccc2[N+](=O)[O-])COc2ccccc21,-2,91,-3,-2,92,93,94,92,-6,0,91
Cc1ccc(SCCC(=O)Nc2ccc(OCc3ccccc3)cc2)cc1,-4,98,-2,-7,101,103,105,98,-4,-5,101
COc1cc(NC(=O)C(F)(F)F)cc(OC)c1,-4,98,-19,-9,99,97,99,98,-6,1,98
CN(c1ccc(C(=O)NCc2cccs2)cc1)S(=O)(=O)c1ccccc1,-2,96,-1,2,96,94,99,95,-3,1,98
Cc1ccc2nc(/C(C#N)=C\c3cc(O)ccc3[N+](=O)[O-])[nH]c2c1,-1,90,1,3,89,89,91,94,7,-1,93
C=CCn1c(=O)/c(=C\c2ccsc2)s/c1=C(/C#N)C(=O)NCCN1CCOCC1,-5,97,-16,-10,101,100,100,99,-6,-2,100
COc1cccc(NC(=O)CN2C(=O)C3(OCCCO3)c3ccccc32)c1,-6,98,-2,-2,101,101,102,99,0,-1,103
O=C(O)/C=C/C(=O)NNC(=O)c1ccccc1Br,-6,99,-16,-8,100,96,98,99,-5,0,100
CC1(C)CC(=O)C(C=NCCN2CCN(C3CC(=O)N(c4ccc(F)cc4)C3=O)CC2)=C(O)C1 (stereo not given),0,95,-3,0,98,109,99,102,0,2,99
Cc1c(N=c2scc(-c3ccccc3)n2CCO)c(=O)n(-c2ccccc2)n1C,-2,95,-7,-8,96,95,98,95,-8,0,98
CC(C)(C)OC(=O)N/N=C/c1c[nH]c2ccccc12,0,99,0,3,98,95,102,98,0,0,101
Cc1ccc(C(=O)CSc2cnc3ccccc3n2)cc1C,0,96,0,0,93,99,95,94,-9,-2,97
CCOC(=O)C1=NN(c2ccc([N+](=O)[O-])cc2)CC1C(=O)OC (stereo not given),-3,100,-9,-7,99,102,100,98,-21,-2,98
COCCNC(=O)c1ccc2c(c1)nc(C)n2-c1cc(OC)c(OC)c(OC)c1,1,100,-1,-4,99,98,102,101,-1,0,101
COc1ccccc1NC(=O)CN(c1ccc(C23CC4CC(CC(C4)C2)C3)cc1)S(C)(=O)=O,0,100,-6,-4,100,98,103,97,-2,-1,95
CC(C(=O)NCC1CCCCC1)N(C)Cc1ccc(Cl)cc1 (stereo not given),-2,95,-5,-4,99,104,94,98,-1,-1,94
CC1=C(C)C(=O)OC(C(C)C2CCC3C4CC=C5CC(OC6OC(COC7OC(CO)C(O)C(O)C7O)C(O)C(O)C6O)CC(O)C5(C)C4CCC23C)C1 (stereo not given),-5,98,-8,-5,97,103,98,98,0,-3,97

# Source: PubChem BioAssay (NMMLSC)

# Not a hit list; overall some 0.62% were active at least once.
